Screening results (PubChem)
Dynein transport = dynein cargo transport inhibition; 3617.4 mouse cells, GR-EGFP nuclear translocation imaging; test concentration mostly 20 µM; stimulated with dexamethasone, 1 µM; active compounds read low; 220,000 compounds, 0.47% hits; z-score, hits read low;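 active means plate z-score of nuclear minus cytoplasmic receptor signal below a set negative limit, without overly bright fluorescence or cell loss, cut at about -3.5 in these data, passing the limit was not always enough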;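 further: z-score of nuclear minus cytoplasmic ring GR-EGFP intensity difference per well; some compounds called inactive have numbers as strong as hits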
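Buffer or medium: tet-free, stripped-serum medium; Also added: dexamethasone, 1.0 µM final; Technique: high-content fluorescence imaging after fixation; Times: 48 h induction, 1 h compound, 30 min dex at 37 °C; Read-out: per-cell GR-EGFP intensity, nucleus versus surrounding cytoplasmic ring, well-averaged.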
b-catenin transl = alters nuclear translocation of beta-catenin in HeLa cells; 190,000 compounds, 0.3% hits; nuclear translocation activity, % at 5 µM; immunofluorescence imaging;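 active means nuclear translocation activity above 50% at 5 µM, with a well cell count of 50 or more; inconclusive means wells under 50 cells across six images, flagged as toxic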;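 further: per-cell ratio of nuclear to cytoplasmic median beta-catenin stain intensity; plate controls were DMSO negative control for no effect and GSK-3 inhibitor IX positive control for full effect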
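Test system: human HeLa cells, endogenous beta-catenin. Times: 24 h compound exposure, 37°C. Measured by: beta-catenin immunofluorescence imaging with DAPI.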
Ins promoter up = MIN6 insulin promoter up-regulation. MIN6 insulin promoter-GFP reporter, high-content imaging; active compounds read high. z-score at 5 µM. 190,000 compounds, 0.3% hits. AID 1625;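 active means z-score above 3 at 5 µM with at least 500 cells counted in the well; inconclusive means wells under 500 cells, flagged as cytotoxic or low count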
MT stabilizer = microtubule stabilization, imaging screen; 200,000 compounds, 0.83% hits; % tubulin-high responders, % at 10 µM; AID 2205; HeLa tubulin immunostaining HCS, 24 h; share of cells brighter than vehicle mean+2SD;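 active means plate Z-score above 3 for both tubulin-high and condensed-nucleus cell shares, with cell loss under 80%, at 10 µM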;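 further: anti alpha tubulin signal scored within the nucleus-defined area of each cell; some results filed as inactive read as strong as hits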
Yfh1-off respiration = enhancers of respiration in Yfh1-depleted yeast, dose response, Friedreich's ataxia, plus single-dose screen (AID 1465); S. cerevisiae Yfh1-off respiration, WST-1 reduction, 72 h; higher fold induction means a stronger effect; fold induction at 50 µM, or EC50 in µM where a hit was titrated; 220,000 compounds, 0.074% hits;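 active means fold induction of absorbance versus untreated yeast above a set limit, then at least 30% activation at any dose in follow-up; inconclusive means repeats straddling the limit, or above it without dose testing; inactive means fold induction below the set limit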;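 further: activators that raise dye reduction in frataxin-depleted yeast; strong numbers were not always called active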
HIV peptide binding = cell-free HIV fusion peptide-binding blockers – biochemical, uHTS, fluorescence dequenching, primary screen (AID 1986); cell-free peptide binding, fluorescence dequenching, 30 min; higher % means a stronger effect; one-dose inhibition, % at 20 µM; IC50 in µM for titrated hits; 290,000 compounds, 0.3% hits; in the data active means inhibition mostly above about 52%, no sharp cut-off; inactive means mostly below about 76%; further: some results filed as inactive read as strong as hits
WT yeast gro inh = growth inhibition of WT yeast, mitochondrial fusion screen | mitochondrial fusion phenotypic screen, WT strain | inhibition, % at 10 µM | 190,000 compounds, 2.1% hits | AID 1362; in the data active means inhibition above about 58%; tested in S. cerevisiae
Autophagy mod = alters autophagy in cells; MEF GFP-LC3 puncta imaging; test concentration mostly 10 µM; calls only at 10 µM (by protocol); 190,000 compounds, 0.98% hits; AID 463193;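 active means percentage of spot-positive cells more than 3 SD above its plate mean, without a fluorescence outlier flag or 80% toxicity; inconclusive means no clear call, values can overlap the other calls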;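 further: spot-positive cell cutoff set from DMSO-treated cells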
AID2073 = inhibitors of Mint1-CaV2.2 protein interaction, biochemical, HTRF (AID 2073). HTRF protein-protein interaction, Mint1-CaV2.2; higher % means a stronger effect. one-dose inhibition, % at 20 µM; IC50 in µM for titrated hits. 290,000 compounds, 0.19% hits; in the data active means inhibition mostly above about 51%, no sharp cut-off; inconclusive means no clear call, values can overlap the other calls; inactive means mostly below about 53%; further: some results filed as inactive read as strong as hits
WT yeast gro inh mutant strain = recorded beside WT yeast gro inh, whose call it bears; inhibition, %; mitochondrial fusion phenotypic screen, mutant strain inhibition
Dynein transport cytoplasmic EGFP = second read-out of Dynein transport, no call of its own (marks repeat the call); z-score; measured here: cytoplasmic GR-EGFP intensity; active compounds read high
Dynein transport nuclear GR-EGFP = recorded beside Dynein transport, whose call it bears; z-score; measured here: nuclear GR-EGFP intensity;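 lower value marks the stronger effect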
Dynein transport cell count = recorded beside Dynein transport, whose call it bears; z-score; measured here: cell count per field
Ins promoter up cell count = recorded beside Ins promoter up, whose call it bears; cell count; measured here: cytotoxicity, nuclei count;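 total cells summed across four imaged fields per well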
b-catenin transl cell count 5 µM = further read-out of b-catenin transl, marked with its call; cell count; measured here: cell count, cytotoxicity flag
MT stabilizer Hoechst-high % = recorded beside MT stabilizer, whose call it bears; % Hoechst-high responders; measured here: nuclear condensation Hoechst responders;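 share of cells brighter than vehicle mean plus two SD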
MT stabilizer cytotoxicity % = recorded beside MT stabilizer, whose call it bears; toxicity, %; measured here: cytotoxicity by cell density;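 0% = mean cell density of plate MIN control wells and 100% = no cells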
Autophagy mod cell loss 18 h = second read-out of Autophagy mod, no call of its own (marks repeat the call); toxicity, %; measured here: cell loss, nuclei count;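 cell loss after 18 h compound exposure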
* marks the source's active call; other numbers are inactive results; i = inactive; ? = inconclusive; . = no result given.

SMILES	Dynein transport	Dynein transport cytoplasmic EGFP	Dynein transport nuclear GR-EGFP	Dynein transport cell count	b-catenin transl	b-catenin transl cell count 5 µM	Ins promoter up	Ins promoter up cell count	MT stabilizer	MT stabilizer Hoechst-high %	MT stabilizer cytotoxicity %	Yfh1-off respiration	HIV peptide binding	WT yeast gro inh	WT yeast gro inh mutant strain	Autophagy mod	Autophagy mod cell loss 18 h	AID2073
CC(=O)c1c(C)[nH]c(C(=O)OCC(=O)NCCC(C)C)c1C	1.39	-0.0441	1.25	-1.71	-0.4	1117	-1.29	1152	3.0	2.2	13.3	i	-1.7%	0.0	-8.6	i	28.2	1.3%
O=C1CC(=O)C(n2cncn2)C(c2c(F)cccc2Cl)C1 (stereo not drawn)	-0.292	-0.168	-0.44	0.802	-1.7	1054	0.6	2001	2.2	1.6	2.4	i	1.9%	-5.2	2.0	i	-22.3	0.2%
Cc1ccc(S(=O)(=O)Nc2nc(C)c(C(=O)Nc3ccccc3)s2)cc1	0.553	0.298	0.277	-0.908	1.9	597	-0.11	1278	3.4	3.1	7.6	i	8.1%	-15.0	-18.6	i	3.1	11.5%
O=C(Nc1ccc(F)cc1)c1cc(S(=O)(=O)N2CCCCC2)cs1	3.87	0.106	2.92	-2.52	-0.9	1357	-0.42	1578	4.6	2.7	8.4	i	2.5%	2.2	-8.2	i	13.1	6.1%
COc1ccc(NC(=O)c2nc[nH]c2C(=O)Nc2ccccc2C)cc1	0.0771	-0.195	0.186	0.183	79.6*	390*	-0.3	1429	54.4*	30.9*	65.6*	i	2.3%	1.7	1.8	i	13.4	4.7%
CC(=O)c1cc(-c2ccccc2)n(CCC(=O)NC(C)(C)C)c1C	1.14	-0.112	0.192	0.465	-0.1	1050	-0.36	1219	5.9	2.1	6.4	i	-1.8%	1.4	9.0	i	-4.9	29.4%
CCCCCCCCCC(=O)Nc1cccnc1	-1.09	-0.283	-0.469	1.51	-1.6	1012	0.12	1375	1.6	1.1	6.3	i	2.4%	31.5	33.0	i	7.2	0.5%
c1ccc(C2=Nc3cccnc3C(c3ccccc3)=NN2)cc1	-1	-0.384	-0.692	1.14	-0.6	1007	-0.06	1256	1.0	1.6	2.5	i	2.1%	-4.6	18.0	i	-5.8	-9.4%
O=C1/C(=C\c2ccc([N+](=O)[O-])cc2)CCc2ccccc21	-0.374	-0.26	-0.559	0.319	-0.2	985	-0.03	1245	2.2	3.0	1.7	i	0.7%	53.6	35.5	i	-0.6	-4.6%
CC(=O)Nc1ccc2nc(NC(=O)COc3ccccc3)sc2c1	-0.233	-0.311	-0.277	0.759	-1.0	1068	-0.26	1145	4.3	1.5	9.9	i	-0.6%	18.7	15.9	i	-0.9	-10.8%
CCOC(=O)C1=C(c2ccccc2)NC(=O)NC1c1ccc(OCC#N)c(OC)c1 (stereo not drawn)	-0.0773	-0.171	0.225	-0.216	-1.4	793	0.67	1027	5.1	3.7	8.4	.	-4.4%	2.1	3.7	i	-9.8	3.0%
Cc1cccc(C(=O)NC(=S)Nc2ccc(Cc3ccncc3)cc2)c1	0.487	0.0273	-0.106	-0.336	-3.9	1351	-0.13	1186	3.0	1.7	4.8	i	-2.2%	60.6*	32.4*	i	13.5	-20.1%
CCCS(=O)(=O)N1CCCC(C(=O)NCCCN2CCN(c3ccc(F)cc3)CC2)C1 (stereo not drawn)	0.105	-0.143	-0.132	0.375	2.9	1386	-1.98	830	1.2	1.9	11.3	i	3.2%	7.7	16.2	i	-5.2	-1.0%
Cc1cc(OCc2cccc(Cl)c2)c(C)cc1CN1CCOCC1	-0.52	-0.281	-0.171	0.467	-1.0	1028	-0.91	1539	4.9	2.1	10.9	i	-1.0%	70.4*	69.1*	i	5.5	4.5%
Cc1oc2ccccc2c1CNC(=O)N(C)C	0.415	-0.163	0.645	0.371	0.0	1312	0.72	931	.	.	.	i	-0.3%	.	.	.	.	16.6%
Cc1ccc(C(=O)O/N=C(\N)c2ccccc2)c(Cl)c1	-0.309	-0.236	0.458	-0.239	0.7	1354	-0.23	944	.	.	.	i	0.7%	.	.	.	.	12.7%
C=CCn1c(SCC(=O)N2CCc3ccccc3C2)nnc1-c1ccncc1	-0.207	-0.316	-0.235	1.21	0.7	931	0.21	1463	2.8	4.0	3.5	i	0.8%	-11.6	-17.8	i	-10.2	-1.3%
COc1ccc2c(c1OC)C(=O)OC2CC(=O)c1ccc2c(c1)OCO2 (stereo not drawn)	0.136	-0.203	0.429	-1.2	0.0	1070	-0.57	1246	3.5	1.4	3.5	i	2.9%	7.4	5.6	i	-12.3	9.7%
COc1ccc(-n2nnc3c(=O)n(CC(=O)N4CCCC4)cnc32)cc1	0.0293	-0.47	0.267	0.535	-1.8	1359	0.13	1339	3.0	1.8	2.5	i	1.1%	-1.2	-24.9	i	13.0	0.1%
CCCN(CC(=O)Nc1ccc(C(N)=O)cc1)CC(=O)Nc1ccccc1C	-0.364	-0.269	-0.421	0.72	-0.3	1061	-0.12	1143	1.2	0.9	8.9	i	0.9%	-2.5	3.5	i	-0.4	11.2%
CCOc1cc(Cl)c(NC(C)=O)cc1OCC	-0.417	-0.302	-0.138	0.185	3.0	502	-0.17	1313	5.3	2.3	5.0	i	2.7%	-3.6	-10.9	i	10.2	-9.2%
FC(F)(F)c1nc(=S)c2ccccc2[nH]1	0.31	-0.218	-0.18	0.488	-2.1	1042	0.89	1257	2.4	1.8	4.1	i	0.1%	23.1	2.7	i	21.7	?
CCCc1nc2ccc(NC(=O)c3ccco3)cc2c(=O)n1Cc1ccccc1Cl	0.285	-0.189	0.0513	0.528	-2.5	1234	-0.29	1030	2.8	1.8	6.9	i	6.5%	5.7	-5.9	i	-4.4	17.2%
COc1ccc(NC(=O)c2csc3c2CCCCC3)c(OC)c1	0.461	-0.229	0.439	0.0888	-1.4	1090	0.05	1200	3.3	1.2	3.1	i	0.1%	2.7	-12.4	i	1.6	-2.3%
COC(=O)/C(=C\Nc1ccc(Cl)cc1Cl)NC(=O)c1ccccc1	0.768	-0.0976	0.0994	0.275	7.8	1188	0.1	1301	1.3	1.2	10.1	i	48.9%	12.0	7.0	i	4.0	-16.2%
(cont.)
SMILES	Dynein transport	Dynein transport cytoplasmic EGFP	Dynein transport nuclear GR-EGFP	Dynein transport cell count	b-catenin transl	b-catenin transl cell count 5 µM	Ins promoter up	Ins promoter up cell count	MT stabilizer	MT stabilizer Hoechst-high %	MT stabilizer cytotoxicity %	Yfh1-off respiration	HIV peptide binding	WT yeast gro inh	WT yeast gro inh mutant strain	Autophagy mod	Autophagy mod cell loss 18 h	AID2073
CCOc1cc(C2NC(=O)NC(C)=C2C(=O)NCc2ccccc2)c(Cl)cc1O (stereo not drawn)	-1.09	-0.408	-0.382	0.425	.	.	-0.45	878	1.9	0.8	7.2	i	-2.5%	31.1	15.0	i	-2.0	-7.8%
O=C(NCc1ccccc1)C1=C[C@@H](c2ccc(C(F)(F)F)cc2)C[C@@H](OCc2ccc(CO)cc2)O1	-1.68	-0.26	-0.722	0.879	-0.6	1045	-0.69	1330	5.4	1.4	11.1	.	10.3%	26.6	2.7	i	8.9	17.3%
CC(C)(C)NC(=O)C(c1ccccc1)N(Cc1cccs1)C(=O)c1csnn1 (stereo not drawn)	-0.144	-0.256	-0.235	0.952	0.8	441	.	.	3.7	2.1	5.0	i	-0.4%	-11.8	-12.8	i	-6.6	-4.1%
Cc1ccc(-c2noc(C3CCCN(C(=O)c4c(F)cccc4F)C3)n2)cc1 (stereo not drawn)	-0.955	-0.289	-0.279	0.684	-2.2	1011	.	.	6.7	3.3	7.1	i	0.1%	29.5	26.9	i	16.3	-4.7%
CCCCNC(=O)c1ccc(CS(=O)(=O)Cc2ccccc2F)o1	-1.1	1.52	-0.443	0.669	-1.4	1144	-0.31	1246	2.1	2.3	8.9	i	2.7%	-1.9	5.2	i	-2.0	17.2%
Cc1ccccc1-c1n[nH]c(=S)n1/N=C/c1ccc(-c2ccccc2Br)o1	-0.396	-0.0878	-0.281	0.0204	13.6	799	1.93	1213	5.2	1.0	3.9	i	-0.3%	17.7	11.5	i	4.5	15.8%
Fc1ccc(-n2c(-c3cccs3)nc3nc4ccccc4nc32)cc1	-1.18	-0.162	-0.388	2.68	-0.2	1077	-1.15	1358	5.6	4.2	0.7	i	5.4%	-3.9	-1.1	i	8.7	2.2%
CCc1ccccc1NC(=O)CSc1nnc([C@@H](NC(=O)OC(C)(C)C)C(C)CC)o1 (stereo partly drawn)	0.126	-0.188	0.733	-0.635	-3.3	1076	0.21	1212	4.7	2.5	7.6	i	1.1%	-6.1	-19.0	i	20.5	-5.5%
CN(C(=O)c1cccn(Cc2ccccc2)c1=O)c1ccccc1	-0.882	-0.336	-0.0898	1.02	1.3	1112	-0.6	1251	2.8	1.9	10.2	i	-0.9%	18.4	9.8	i	-2.2	-3.4%
O=C(c1ccc2c(c1)OCO2)N(c1ccc(Cl)cc1)C1C=CS(=O)(=O)C1 (stereo not drawn)	-0.0588	-0.182	0.283	1.43	-3.1	1165	0.23	1294	3.8	2.0	0.1	i	-1.6%	7.3	2.6	i	14.8	-1.1%
CCOC(=O)c1[nH]c2cc(OC)c(OC)cc2c1NC(=O)c1ccc2c(c1)OCO2	0.987	0.448	0.645	-0.585	1.4	1315	-0.4	1649	2.5	1.7	7.6	i	1.3%	2.5	-6.7	i	-6.7	-1.9%
Cc1c(C(=O)N2CCc3ccccc32)cnn1C	-0.462	-0.292	-0.589	0.58	.	.	-0.03	1100	4.9	2.9	5.4	i	2.2%	7.0	-6.2	i	-5.1	8.2%
